Bioassay records as filed in PubChem.
MOR-DOR inv ag – inverse agonists of MOR-DOR heterodimerization, primary screen, cell-based, luminescence. Mu-type opioid receptor (Homo sapiens) + Delta-type opioid receptor (Homo sapiens), …. cell-based MOR-DOR heterodimer luminescence, inverse agonism. inhibition, % at 9.3 µM. 340,000 tested, 0.21% active. AID 504357, 2011; in the data active = inhibition above about 22%, passing the limit was not always enough;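 also: 0% = cells with DMSO and 100% = wells without cells with DMSO; values of inactives mirror those of a sister screen read the other way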
E coli growth – E. coli V3065 growth inhibition, primary screen, counter-screen for AddAB inhibitor project, absorbance, OD600; 18 h; inhibition, % at 11.9 µM; 330,000 tested, 0.27% active;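 active = inhibition above the campaign's mean inhibition across all tested compounds plus 3 SD, cut at about 9.9% in these data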;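 also: uninfected addAB+ strain grown without phage in ampicillin broth; 0% = DMSO wells and 100% = ciprofloxacin 0.95 µg/ml wells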
MOR-DOR ag – agonists of OPRM1-OPRD1 heterodimerization, primary screen, cell-based, luminescence | Mu-type opioid receptor (Homo sapiens) + Delta-type opioid receptor (Homo sapiens), … | cells | activation, % at 9.3 µM | 340,000 tested, 0.3% active | AID 504326, 2011; in the data active = activation above about 18%;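 also: 0% = vehicle-treated cells and 100% = reference agonist; values of inactives mirror those of a sister screen read the other way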
PfHsp90 yeast 2 – growth inhibition of PfHsp90-expressing yeast, primary screen, antimalarial PfHsp90 inhibitor project, S. cerevisiae, BacTiter-Glo luminescence, single point, set 2 | 310,000 tested, 0.32% active | BacTiter-Glo ATP, 48 h; yeast lacking PDR1 and PDR3 efflux regulators | inhibition, % at 9.4 µM;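 active = every replicate shows inhibition above about 80%, whatever the replicate mean, limit read from the data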;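 also: 0% = DMSO neutral controls and 100% = 20 µM radicicol positive controls; yeast relying on Plasmodium falciparum Hsp90 in place of its own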
PKA-R1A activ – activators of PKA-R1A holoenzyme, primary screen, biochemical, fluorescence polarization, Cy5-IP20, bovine R1A, mouse PKAc. 340,000 tested, 0.083% active. cAMP-dependent protein kinase type I-alpha regulatory subunit (Bos taurus) + …. PKA-R1A dissociation; scaled: DMSO 0%, 113 µM cGMP 100%. activation, % at 11.4 µM;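 active = percent activation above the mean of all tested compounds plus 3 SD, cut at about 19% in these data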;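 also: higher means more PKAc released from R1A so a rise in polarization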
Mot1-301 SUMO – yeast Mot1-301 growth rescue at high temperature, primary screen, SUMOylation pathway inhibitor project, S. cerevisiae, ATP luminescence, 38.5C; growth rescue, % at 18.8 µM; 320,000 tested, 1% active; S. cerevisiae Mot1-301 growth rescue; percent above DMSO median, 100 means doubled;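 active = every valid replicate shows activation above 250% relative to neutral control wells; inactive = the rest, any valid replicate at or below 250%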;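 also: OY570 slx delta 5 strain wells were the positive control but not used for scaling; some compounds called inactive have numbers as strong as hits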
HTR5A ag ctr – HTR5A agonists in luminescence cell assay, primary screen, counter-screen for OPRM1-OPRD1 heterodimer agonist project, full-deck HTS. activation, % at 9.3 µM. cell-based. 340,000 tested, 0.61% active. 5-hydroxytryptamine receptor 5A (Homo sapiens), P47898; in the data active = activation mostly above about 9.5%, no sharp cut-off; inactive = mostly below about 7.6%;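 also: 0% = cells with vehicle only and 100% = reference agonist; strong numbers were not always called active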
HTR5A inv ctr – HTR5A inverse agonists in luminescence cell assay, primary screen, counter-screen for OPRM1-OPRD1 heterodimer inverse agonist project, full-deck HTS; inhibition, % at 9.3 µM; HTR5A cell line, inverse agonism; 340,000 tested, 0.083% active; in the data active = inhibition mostly above about 23%, no sharp cut-off; inactive = mostly below about 18%;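 also: 0% = cells with DMSO and 100% = no-cell wells with DMSO; some compounds called inactive have numbers as strong as hits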
Pemphigus Ab inh – inhibitors of pemphigus antibody binding to DSG3, primary screen, biochemical, bead-based, flow cytometry, scFv-GFP | DSG3-coupled beads, scFv-anti-DSG3-GFP binding; active compounds read low | binding (percent of control), % at 10 µM | 310,000 tested, 0.48% active;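 active = binding more than 3 SD below its plate's average and above zero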;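 also: hits lower antibody fragment binding to DSG3; some compounds called inactive have numbers as strong as hits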
Target sequence (P32926 whole entry, looked up, the tested form may be a part): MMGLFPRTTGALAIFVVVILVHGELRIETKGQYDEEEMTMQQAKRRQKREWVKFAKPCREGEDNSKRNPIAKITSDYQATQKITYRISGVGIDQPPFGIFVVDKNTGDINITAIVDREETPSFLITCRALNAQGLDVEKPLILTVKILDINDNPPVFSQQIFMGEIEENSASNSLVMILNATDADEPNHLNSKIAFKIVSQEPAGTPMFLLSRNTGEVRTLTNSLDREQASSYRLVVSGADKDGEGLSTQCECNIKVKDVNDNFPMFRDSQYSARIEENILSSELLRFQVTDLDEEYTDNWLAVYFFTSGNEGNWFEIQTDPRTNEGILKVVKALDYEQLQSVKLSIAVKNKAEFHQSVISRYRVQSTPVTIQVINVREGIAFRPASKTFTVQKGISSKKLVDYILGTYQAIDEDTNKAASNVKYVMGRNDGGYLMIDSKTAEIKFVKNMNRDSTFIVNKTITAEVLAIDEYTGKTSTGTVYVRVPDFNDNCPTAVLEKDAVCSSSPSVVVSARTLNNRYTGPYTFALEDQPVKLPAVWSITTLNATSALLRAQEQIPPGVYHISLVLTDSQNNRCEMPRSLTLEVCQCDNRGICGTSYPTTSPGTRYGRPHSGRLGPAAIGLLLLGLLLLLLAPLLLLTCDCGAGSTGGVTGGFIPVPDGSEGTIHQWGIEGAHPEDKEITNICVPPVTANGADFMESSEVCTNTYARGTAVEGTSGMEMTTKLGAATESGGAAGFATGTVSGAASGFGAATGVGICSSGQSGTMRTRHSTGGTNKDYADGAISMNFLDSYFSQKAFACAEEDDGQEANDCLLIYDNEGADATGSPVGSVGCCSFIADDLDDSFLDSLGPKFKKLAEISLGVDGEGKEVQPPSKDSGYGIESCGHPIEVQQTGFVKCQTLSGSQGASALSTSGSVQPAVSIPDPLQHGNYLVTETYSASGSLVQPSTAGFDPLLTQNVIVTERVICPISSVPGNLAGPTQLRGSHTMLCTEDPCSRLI
AddAB inh – growth inhibition of E. coli expressing H. pylori AddAB, primary screen, AddAB inhibitor project, absorbance; inhibition, % at 11.9 µM; 330,000 tested, 0.29% active; in the data active = inhibition above about 12%;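 also: 0% = vehicle wells of infected cells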
phage Ecoli inh – growth loss of phage-infected E. coli, primary screen, RecBCD inhibitor project, absorbance, with phage, HTS; AID 651602, 2012; inhibition, % at 11.9 µM; 360,000 tested, 0.26% active; in the data active = inhibition above about 11%
The depositor's hits bear a star; nt = no result given.

SMILES	MOR-DOR inv ag	E coli growth	MOR-DOR ag	PfHsp90 yeast 2	PKA-R1A activ	Mot1-301 SUMO	HTR5A ag ctr	HTR5A inv ctr	Pemphigus Ab inh	AddAB inh	phage Ecoli inh
Cc1cccc(NC2=NC(=S)N(c3ccc(C(=O)O)cc3)C23CCCCC3)c1	14	2.1	-2.8	-5	3	-5	-3	8	97	-1.3	0.9
Cc1cc(C)n(Cc2nc3ccccc3n2C)n1	12	0.0	-2.2	8	-2	-21	0	0	104	-1.4	1.1
CC(C)CN(CC(C)C)S(=O)(=O)N1CCC(C(=O)NCCc2ccc(Cl)cc2)CC1	-35	-0.7	6.2	-23	-2	5	2	5	102	-2.8	2.5
CCCCN1C(=S)NC[C@@H]1c1ccccc1	6	1.0	-1.0	-3	-13	4	4	-36	101	3.9	3.0
Cc1ccc(NC(=O)CSc2nc(NS(=O)(=O)c3ccc(C)cc3)cc(=O)[nH]2)cc1	-12	0.0	2.4	-1	-3	-9	6	-16	96	0.9	3.0
Cc1ccc(C(=O)c2c3ccc(C(F)(F)F)cc3[n+]([O-])n2CCCC(N)=O)cc1	21	-1.4	-4.6	7	-19	0	2	-12	110	3.1	1.3
CC1Cc2cc(/C(O)=C3/C(=O)C(=O)N(CCCn4ccnc4)C3c3cccnc3)ccc2O1 (stereo not given)	14	-0.8	-3.0	nt	-1	nt	-6	-5	106	-1.3	2.4
COc1c(C)cc(C(=O)C2CCCN(C(=O)c3cccc(-n4cccn4)c3)C2)cc1C (stereo not given)	-6	-0.9	1.3	-1	-6	-6	3	-8	nt	1.4	-1.0
CSc1ccc(-c2nnn(CC(=O)NCc3ccccc3)n2)cc1	-19	1.3	4.5	-27	1	-5	-2	-3	nt	0.6	1.2
CN(CC(=O)NCC(=O)Nc1ccc(F)cc1)C1CCS(=O)(=O)C1 (stereo not given)	-1	0.2	0.3	nt	0	-6	7	-18	94	0.5	5.0
Cc1ccc(S(=O)(=O)N(C)CCCC(=O)N2CCN(C=O)CC2)cc1	9	0.4	-1.7	17	-2	-3	-1	-45	nt	-0.3	1.5
Cc1cc(Cl)c(S(=O)(=O)NCc2ccncc2)cc1OCC(N)=O	11	-0.2	-1.9	14	4	26	0	3	106	0.8	0.6
CC(C)CNc1cc(Cl)c(S(=O)(=O)NCC(C)C)cc1C(=O)O	3	-0.7	-0.7	7	4	-20	1	10	97	3.7	2.8
CCCCCn1c(=O)[nH]c2cc(C(=O)NCc3ccccn3)ccc2c1=O	24	0.7	-4.6	-2	-4	19	2	-16	90	4.8	2.2
Cc1ccc(NC(=O)/C(=C/c2cccc([N+](=O)[O-])c2)NC(=O)C2CCCCC2)cc1	5	0.5	-0.9	2	6	4	5	-13	95	1.4	2.0
CN1CCN(C(=O)C2CC(c3c(F)cccc3Cl)=NO2)CC1 (stereo not given)	-10	1.1	1.7	-7	1	0	3	-6	100	0.8	0.6
COC(=O)c1ccc(C(=O)OC)c(NC(=O)Nc2ccc3c(c2)OCO3)c1	13	0.3	-2.4	-25	-3	47	6	-11	103	4.8	3.4
COc1ccc(/C=N/NC(=O)c2ccccc2OC)cc1COc1ccc(C)cc1	1	-0.2	-0.2	6	-9	-1	2	-1	99	-0.7	-1.7
O=C(CN1C(=O)NC(c2ccccc2)(c2ccccc2)C1=O)N1CCN(c2ccc(F)cc2)CC1	-16	-1.1	3.8	-7	1	-1	-6	14	83	1.4	0.3
O=C(NCCCN1CCOCC1)c1cc(C(=O)C2CCCCC2)c[nH]1	17	-0.3	-3.5	22	-3	-10	-6	14	116	0.7	3.2

Single records, from the list above. Order of screens: MOR-DOR inv ag	E coli growth	MOR-DOR ag	PfHsp90 yeast 2	PKA-R1A activ	Mot1-301 SUMO	HTR5A ag ctr	HTR5A inv ctr	Pemphigus Ab inh	AddAB inh	phage Ecoli inh
CN1CCN(C(=O)C2CC(c3c(F)cccc3Cl)=NO2)CC1 (stereo not given) reads -10	1.1	1.7	-7	1	0	3	-6	100	0.8	0.6
COC(=O)c1ccc(C(=O)OC)c(NC(=O)Nc2ccc3c(c2)OCO3)c1 reads 13	0.3	-2.4	-25	-3	47	6	-11	103	4.8	3.4

(next part)
SMILES	MOR-DOR inv ag	E coli growth	MOR-DOR ag	PfHsp90 yeast 2	PKA-R1A activ	Mot1-301 SUMO	HTR5A ag ctr	HTR5A inv ctr	Pemphigus Ab inh	AddAB inh	phage Ecoli inh
Cc1sc2ncnc(SCC(=O)N3CCCCC3)c2c1C	-3	-0.9	0.4	-6	-5	281	1	-8	116	0.7	5.5
NSc1nc(N)c2nc(-c3ccccc3)c(-c3ccccc3)nc2n1	1	-0.7	-0.3	-11	-7	7	3	-15	67*	4.3	5.3
COC(=O)c1onc(-c2ccccc2)c1C(=O)OC	11	1.4	-1.9	16	-5	226	3	-11	102	1.9	1.0
CCc1ccc(-n2cc(-c3ccc(F)cc3)[n+]3c2SCCC3)cc1	11	2.6	-2.0	7	-1	22	5	-13	109	5.3	4.0
CC1=CC(C)(C)N(C(=O)Nc2ccccc2)c2ccccc21	8	-0.7	-1.6	9	5	-9	1	-11	102	2.0	5.3
CN(C)c1ccc(/C=C(/NC(=O)c2ccccc2)C(=O)N/N=C/c2ccc([N+](=O)[O-])c(O)c2)cc1	20	0.1	-3.8	-15	7	-20	-1	-13	99	1.4	2.8
Cc1cc(C)cc(NC(=O)CSc2nnc(Cc3cccn3C)n2-c2ccc(F)cc2)c1	3	-1.2	-0.6	-2	-14	36	-5	14	109	2.5	1.4
Cc1c(N(C)S(=O)(=O)c2cccc(C(=O)NCC3CCCO3)c2)c(=O)n(-c2ccccc2)n1C (stereo not given)	4	2.4	-0.6	-3	-10	-2	7	2	99	0.8	4.0
S=C1NCN(Cc2ccccc2)CN1	8	-1.8	-1.6	-7	-1	-16	1	-13	102	-0.8	-1.6
O=C1Cc2cc(S(=O)(=O)N3CCNCC3)ccc2N1	-18	-1.7	4.0	8	11	-2	0	0	96	-2.0	2.5
O=C(COC(=O)CCS(=O)(=O)c1ccccc1)Nc1cc(S(=O)(=O)N2CCCCC2)ccc1Cl	14	-0.4	-2.7	nt	0	218	8	-20	105	0.7	2.7
Cc1ccn2cc(CNC(=O)c3cccs3)nc2c1	-7	-0.9	1.3	3	-11	7	5	-38	nt	-2.0	2.5
O=C(CSc1nncc2ccccc12)N1CCOCC1	-11	2.4	1.8	19	-10	-6	-5	13	106	3.1	0.3
CCOc1ccc(N(CC(=O)Nc2ccc(C)cc2)S(=O)(=O)c2c(C)noc2C)cc1	-16	0.4	3.2	2	3	221	8	-23	105	4.0	18*
Cc1cc(=O)oc2cc(OCC(=O)OCC(=O)NC(=O)NC(C)C)ccc12	18	1.1	-3.4	1	0	-14	-2	6	101	4.6	1.4
COc1ccc(-c2[nH]nc3c2C(c2ccccc2OC(=O)N2CCOCC2)C(C#N)=C(N)O3)cc1 (stereo not given)	9	0.3	-1.7	31	-7	-8	6	-44	99	2.0	-2.0
CC(C)[C@H](NS(=O)(=O)c1ccccc1)C(=O)OCn1nnc2ccccc2c1=O	11	-0.6	-2.0	-15	-1	8	4	-17	107	-2.3	5.2
O=C(Nc1ccc(S(=O)(=O)N2CCCCC2)cc1)C1CCN(C(=O)c2ccco2)CC1	-3	-0.1	0.4	7	-4	0	0	1	101	3.7	3.4
Cc1nc(N2CCN(C(=O)c3ccco3)CC2)c2oc3ccccc3c2n1	9	-0.6	-1.7	-6	8	-12	-2	-25	101	-0.2	1.0
CC(=O)c1sc(-c2ccc(F)cc2)cc1NS(=O)(=O)c1ccccc1	16	0.3	-3.2	4	4	-4	2	1	nt	1.5	0.5
CC(Oc1ccc(F)cc1)C(=O)Oc1ccc(N(C)S(=O)(=O)c2ccccc2)cc1 (stereo not given)	9	1.2	-1.4	nt	2	-6	2	-5	102	2.0	3.8
CC(C)(C)c1ccc(-c2nc(C#N)c(NCc3cccnc3)o2)cc1	-1	-2.9	0.3	-9	-12	6	-4	9	93	3.6	4.0
CCCCN1C(=N)N([C@@H](C)CN2CCC[C@H]2CN2C(N)=NC[C@H]2CC(C)C)C[C@H]1[C@H](C)CC	9	-2.8	-1.7	nt	2	-4	7	9	102	0.4	1.6
COc1ccc(Cl)cc1C(=O)CSc1nc(N)cc(N)n1	3	97*	-0.6	nt	-7	15	-5	27	99	98*	2.9
O=C(C(=O)N1CCN(c2ccc([N+](=O)[O-])cc2)CC1)c1cn(CC(=O)N2CCOCC2)c2ccccc12	25	0.7	-4.8	-1	-13	8	2	-4	102	-2.0	0.2
Cc1nnc(-c2ccccc2)[nH]c1=O	18	-0.7	-3.6	-1	-16	-11	-5	-9	99	5.6	4.9
CCOc1cccc(C(=O)Nc2ccncc2)c1	-9	1.9	1.9	13	4	-2	-4	11	97	1.9	0.5
CCCNC(=O)c1ccc(Cl)c(Cl)c1	-1	-0.4	0.1	-23	16	-16	5	-3	104	3.3	0.6
Cc1ccc(NC(=O)CCNC(=O)c2ccccc2Cl)cc1S(=O)(=O)N(C)C	-6	1.9	1.3	1	-6	354	3	17	99	1.3	4.2
COc1cc2c(C(=O)N3CCN(C)CC3)c(CSc3ccccc3)n(C)c2cc1Br	3	-2.2	-0.7	nt	-3	17	-3	7	113	-2.6	nt
O=C(O)CSCC(=O)NCc1ccccc1	21	-2.3	-3.7	10	-17	1	0	-7	97	-0.6	2.2
Nc1ccccc1SCc1ccccc1	0	1.0	0.1	2	7	-3	2	15	103	0.5	3.8
CCOc1ccc(-n2cnnn2)cc1S(=O)(=O)N1CCCCC1	14	-1.1	-3.1	1	6	7	3	10	124	1.6	2.0
COC(=O)c1ccc(COC(=O)c2ccc(C)c(S(=O)(=O)N3CCCCC3)c2)cc1	7	nt	-1.3	nt	-1	nt	2	-5	98	nt	1.9
O=C(c1ccc(N2CCOCC2)c([N+](=O)[O-])c1)N1CCN(S(=O)(=O)c2cccs2)CC1	8	-0.8	-1.4	36	-9	-7	4	18	104	0.8	3.5
COc1ccc(C2(c3ccc(OC)cc3)NC(=O)N(CC(=O)NC(C)C)C2=O)cc1	5	-0.6	-0.7	-10	-5	-15	1	-14	106	1.7	3.0
O=C1c2ccc(Oc3ccc4c(c3)C(=O)N(CCCCO)C4=O)cc2C(=O)N1CCCCO	6	1.7	-1.0	-1	-12	-11	8	-19	95	3.0	0.8
CSc1ccccc1C(=O)N1CCC(CCC(=O)NCc2ccc(F)cc2)CC1	1	-1.2	-0.2	9	-4	0	-6	14	104	1.1	1.3
CC(=O)c1ccc(NC(=O)C(C)Sc2nnc(C3CC3)n2C2CC2)cc1 (stereo not given)	2	-0.2	-0.4	4	4	-5	-2	-13	99	-0.3	6.0
